Screens from PubChem.
V1R ag counter: counter-screen for oxytocin receptor agonists: human V1a receptor agonists; activation, % at 3 µM; CHO-V1R cells, Fluo-8 calcium fluorescence, agonist mode; 0% DMSO, 100% 3 nM vasopressin; 0.25% of 320,000 active;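 active = activation above the mean activation of all tested compounds plus 3 SD, per screening run, cut at about 20% in these data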;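 note: signal is peak over basal fluorescence ratio across a 100 second FLIPR read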
M18AAP inhibitor: blocks P. falciparum M18 aspartyl aminopeptidase; recombinant PfM18AAP, H-Glu-NHMec fluorogenic cleavage; inhibition, % at 7.35 µM; 1.2% of 290,000 active; AID 1822;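 active = inhibition above the campaign mean inhibition over all tested compounds plus 3 SD, cut at about 28% in these data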;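 note: 0% = plate median of test compound wells and 100% = 2 mM ZnCl2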
NALP1 yeast inh: blocks the NALP1 inflammasome reconstituted in yeast | S. cerevisiae NALP1/ASC/caspase-1 growth, X-gal OD620, 72 h | 0.61% of 280,000 active | inhibition, % at 10 µM; in the data active = inhibition mostly above about 24%, no sharp cut-off; inactive = mostly below about 32%; note: some compounds called inactive have numbers as strong as hits
GPR7 antagonist: antagonists of human GPR7 (neuropeptides B/W receptor 1); P48145; GPR7-expressing cells, fluorescence antagonist assay; inhibition, % at 4.4 µM; 1.1% of 290,000 active; AID 1861; in the data active = inhibition above about 16%, passing the limit was not always enough;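 note: cells stimulated with the agonist NPW; 0% = agonist with vehicle and 100% = vehicle without agonist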
Target sequence (P48145 whole entry, looked up): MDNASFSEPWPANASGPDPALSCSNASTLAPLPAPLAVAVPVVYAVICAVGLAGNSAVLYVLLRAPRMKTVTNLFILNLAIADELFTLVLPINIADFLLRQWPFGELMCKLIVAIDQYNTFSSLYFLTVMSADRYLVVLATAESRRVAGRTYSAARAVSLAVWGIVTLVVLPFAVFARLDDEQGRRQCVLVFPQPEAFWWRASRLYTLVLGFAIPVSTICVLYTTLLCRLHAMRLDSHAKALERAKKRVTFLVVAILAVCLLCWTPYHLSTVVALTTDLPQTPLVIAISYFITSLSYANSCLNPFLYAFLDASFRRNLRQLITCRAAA
GalR3 antagonist: human GalR3 antagonism; O60755; HEK293 GalR3-CNG cAMP membrane potential fluorescence; galR3 body fused to GalR1 C-terminus; inhibition, % at 3 µM; 0.44% of 360,000 active; AID 651719;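 active = inhibition above the screen-wide average plus 3 SD, cut at about 13% in these data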;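 note: forskolin and galanin both at EC90 stimulate the cells; cAMP rise reported by CNG channel membrane potential dye signal; 0% = forskolin plus galanin with DMSO and 100% = forskolin alone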
Target sequence (O60755 1-299 limits assumed): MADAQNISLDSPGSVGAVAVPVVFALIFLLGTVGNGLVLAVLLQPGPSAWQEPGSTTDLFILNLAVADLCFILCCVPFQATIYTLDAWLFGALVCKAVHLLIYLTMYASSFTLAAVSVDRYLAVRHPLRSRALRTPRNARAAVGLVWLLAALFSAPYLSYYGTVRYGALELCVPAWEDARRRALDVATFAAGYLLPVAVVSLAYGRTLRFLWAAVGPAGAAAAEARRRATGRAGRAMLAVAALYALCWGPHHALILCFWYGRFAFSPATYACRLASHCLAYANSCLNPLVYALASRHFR
OXTR ag: human OXTR agonism; P30559; CHO-OTR cells, Fluo-8 calcium fluorescence; normalized: DMSO 0%, oxytocin 100%; activation, % at 3 µM; 0.32% of 320,000 active; AID 2435;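 active = activation above the mean of all tested compounds plus 3 SD, cutoff set per screening run, cut at about 20% in these data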;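 note: peak over basal fluorescence ratio from a 100 s FLIPR kinetic read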
Target sequence (P30559 whole entry, looked up): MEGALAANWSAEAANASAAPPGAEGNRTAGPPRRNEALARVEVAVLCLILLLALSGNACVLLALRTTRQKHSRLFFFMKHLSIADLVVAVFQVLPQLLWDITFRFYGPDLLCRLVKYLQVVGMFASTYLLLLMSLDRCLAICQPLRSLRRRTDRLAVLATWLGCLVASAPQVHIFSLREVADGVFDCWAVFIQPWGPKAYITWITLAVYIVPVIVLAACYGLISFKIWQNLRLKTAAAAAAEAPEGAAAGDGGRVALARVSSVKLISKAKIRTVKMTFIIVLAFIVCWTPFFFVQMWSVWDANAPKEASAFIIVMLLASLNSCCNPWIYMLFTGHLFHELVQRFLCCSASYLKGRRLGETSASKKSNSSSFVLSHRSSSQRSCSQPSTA
MEKK2 WT-MEK5: raises or lowers MEK5 binding to wildtype human MEKK2 PB1 domain; Q9Y2U5; 1.1% of 290,000 active; binding response (% of control), % at 10 µM; bead flow cytometry, Alexa488-MEK5 binding to MEKK2 WT; actives lie on both sides; in the data active = binding response below about 67% or above about 130%
OXTR potentiate: potentiates the human oxytocin receptor response. CHO-OTR cells, Fluo-8 calcium fluorescence, potentiator mode; 0% = oxytocin EC15, 100% = EC100. activation, % at 3 µM. 0.061% of 320,000 active. AID 2445;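 active = activation above that plate's cutoff, the mean activation of tested compounds plus 3 SD, cut at about 6.6% in these data, passing the limit was not always enough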;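 note: 100% uses oxytocin at 75 nM as the full agonist control; some results filed as inactive read as strong as hits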
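assay system = CHO-OTR cells, human receptor | schedule = compound 6 min at room temperature before oxytocin, 100 s read | detection = Fluo-8 intracellular calcium fluorescence, ex 470-495, em 515-575 nm | evaluation = normalized max/min fluorescence ratio, % activation | control set = EC15 oxytocin alone as 0%, 75 nM oxytocin (EC100) as 100%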
MEKK2mut PB1 HTS: signal of MEK5 binding to mutant human MEKK2 PB1 domain | bead flow cytometry, Alexa488-MEK5 binding to MEKK2 mutant | percent response, % at 10 µM | 0.35% of 290,000 active | AID 1530; in the data active = percent response above about 24%, passing the limit was not always enough; note: inactives centre near 1; some results filed as inactive read as strong as hits
The depositor's hits bear a star; nt = not tested or not shown. Compounds were not picked by outcome; about 4.1% have a hit in one of these screens.

Second line of a record: V1R ag counter	NALP1 yeast inh	GPR7 antagonist	MEKK2mut PB1 HTS	GalR3 antagonist	MEKK2 WT-MEK5	OXTR potentiate	OXTR ag	M18AAP inhibitor
1. COc1ccnc(Oc2cc(Cl)cc(Cl)c2)c1C#N
  -0.4	6	-12	4	2	101	2	-1.5	1
2. CCOC(=O)/C=C(\C)Nc1cc(C)nn1-c1ccccc1
  1.0	2	-5	1	-5	101	-12	0.9	-9
3. O=C(COc1ccc([N+](=O)[O-])cc1)N/N=C/c1cc([N+](=O)[O-])ccc1N1CCOCC1
  2.7	32	-12	0	-1	101	-9	9.1	-3
4. O=C(CN1C(=O)NC2(CCCC2)C1=O)OCCOc1ccc(F)cc1
  0.3	nt	nt	nt	-4	nt	-2	-1.7	nt
5. c1ccc(COc2ccc(OCCOCCn3cncn3)cc2)cc1
  4.0	7	-4	1	-7	103	-12	2.3	1
6. O=C(c1ccc(Br)o1)N1CCC(Cc2ccccc2)CC1
  0.8	1	18	5	-1	101	-10	-2.0	-4
7. O=S(=O)(c1ccc(NC(=S)NCc2cccnc2)cc1)N1CCCCC1
  -0.6	6	0	3	-3	100	-6	1.3	-6
8. CCc1ccc2c(c1)C1(NN=C(c3cccc4ccccc34)S1)C(=O)N2 (configuration not stated)
  -0.6	10	-5	-3	23*	96	-4	-1.2	-2
9. COc1cc(/C=C(\NC(C)=O)C(=O)NC(C)(C)CC(C)(C)C)ccc1OC(C)=O
  -0.1	15	-8	7	-6	117	-4	0.1	5
10. Cc1cccc(NC(=O)CN2C(=O)S/C(=C\c3cccn3-c3cccc(C(=O)O)c3)C2=O)c1
  -0.1	-5	2	-3	1	98	-4	-1.0	0
11. CCC(CC)C(=O)Nc1nnc(SCC(=O)NC2CC2)s1
  0.9	24	-4	-12	-10	90	-6	-0.3	-9
12. CC(=O)c1ccc([C@@H]2C[C@]34CN(Cc5cccc(C(F)(F)F)c5)S(=O)(=O)[C@H]3C[C@H]2O4)cc1
  1.7	4	nt	3	-3	101	-7	-2.3	nt
13. O=C(COC(=O)CC1CC2CCC1C2)Nc1cccc(S(=O)(=O)NC2=NCCCCC2)c1 (configuration not stated)
  1.1	12	-9	-1	-1	102	-8	1.3	-13
14. COC(CSc1nc(N)c2c3c(sc2n1)CN(C)CC3)OC
  1.0	17	9	-4	-8	104	0	2.1	17
15. O=C(NC1CCCC1)C1CCN(C(=O)NCc2ccccc2)CC1
  -0.4	0	-14	5	-4	103	-2	0.4	2
16. CC[C@@H](C)[C@H](NS(=O)(=O)c1ccc(C)cc1)C(=O)N1CCC(C(=O)NCC(=O)O)CC1
  -0.4	-6	7	-7	-3	94	4	-0.7	-7
17. Cc1ccc(C(=O)NN(CCC(=O)NC(C)(C)C)C2=NS(=O)(=O)c3ccccc32)cc1
  -0.2	18	-12	-1	-2	100	-5	-1.2	-7
18. CC1CCC/C(=N/Nc2nc3ccccc3s2)C1 (configuration not stated)
  0.5	23	0	-1	-2	101	4	0.0	39*
19. O=C(N/N=C/c1ccco1)c1cc2ccccc2o1
  -0.3	22	0	2	-2	101	-12	0.6	1
20. O=C(O)C1CCN(S(=O)(=O)c2cccc3nsnc23)CC1
  0.1	0	-22	3	-6	108	0	0.5	-3
21. CN(c1ccccc1)S(=O)(=O)c1cccc2ccccc12
  0.3	25	-4	0	-12	96	-13	-1.7	-3
22. CC(C)NC(=O)C(=O)c1cn(C)c2ccccc12
  -0.3	6	-4	-15	-7	87	-8	-1.6	-4
23. CCCNC(=O)/C=C/C(=O)O
  0.1	0	-3	-12	-4	95	2	0.6	-7
24. CCCC1=[N+](CC(=O)c2ccc(C)cc2)CCn2cccc21
  0.0	2	0	13	1	104	-5	0.2	-20
25. Cc1ccc(C(C2C(=O)CC(C)(C)CC2=O)C2C(=O)CC(C)(C)CC2=O)s1
  2.1	6	-11	1	nt	99	2	-0.9	1
26. COc1ccc(Nc2ccc(Nc3ccc(OC)cc3)nn2)cc1
  -1.0	15	92*	5	-6	114	-14	-1.6	5
27. Cc1ccc(-c2nc3ccccc3[nH]c2=O)cc1
  0.1	nt	-6	-22	0	84	-1	-0.3	-8
28. O=c1[nH]c(CSc2ncn[nH]2)nc2ccccc12
  0.0	8	-10	10	-3	102	-4	-0.3	69*
29. CN(Cc1cn(C)nc1-c1ccc(Oc2ccccc2)cc1)CC1COCCO1 (configuration not stated)
  0.5	2	-3	-2	-5	97	-8	-0.2	-14
30. COc1ccc(NC(=O)CSc2cc(C(=O)c3nccn3C)c3ccccc3n2)cc1
  9.9	0	-8	4	-4	103	-8	3.6	15
31. O=C(NC(=S)NCC1CCCO1)c1ccccc1 (configuration not stated)
  0.4	2	-3	-2	-7	102	-2	-1.8	1
32. Cc1ccc(C(=O)N/C(=C/c2ccc(-c3ccc([N+](=O)[O-])cc3)o2)C(=O)NCCCN(C)C)cc1
  3.7	nt	nt	nt	2	nt	-4	4.5	nt
33. O=C(CN1CCCCC1)N/N=C/c1cc2ccccc2nc1Cl
  2.0	-9	2	-3	0	102	-13	0.1	3
34. O=S(=O)(NCc1ccco1)c1cccc(S(=O)(=O)N2CCCCC2)c1
  0.8	-23	-6	nt	-2	nt	-12	0.2	5
35. Oc1c(C(c2ccc(Cl)cc2)N2CCCC2)cc(Cl)c2cccnc12 (configuration not stated)
  0.8	0	-13	-1	-5	105	-11	2.4	-3
36. O=[N+]([O-])c1cccc(-c2cc(C(F)(F)F)n3nc(-c4ccccc4)cc3n2)c1
  0.5	nt	0	-6	-2	83	4	0.7	-11
37. Cc1cc(-c2ccccc2)nn1-c1nc2c(c(=O)[nH]c(=O)n2C)n1C
  1.9	0	-10	nt	8	nt	1	0.1	1
38. CCOC(=O)c1cc(CC)sc1NC(=O)c1ccc(N2CCOCC2)c([N+](=O)[O-])c1
  0.9	10	-12	3	nt	101	-10	1.3	9
39. Cc1nnc(SCc2nc3ccccc3[nH]2)s1
  -0.4	-1	-6	4	0	103	-15	-0.6	7
40. CCOc1ccc(NS(=O)(=O)c2ccc(C(=O)N3CCN(C(C)=O)CC3)cc2)cc1
  0.0	-3	-3	5	-5	101	-3	-0.8	-2
41. CC(C)n1c(/N=C/c2ccccc2O)nc2ccccc21
  0.3	-1	-13	0	-9	92	-2	-0.5	-5
42. O=C1NCC(O)=C1C=NCCCO
  0.1	34	-7	nt	-2	nt	-1	0.1	-5
43. COc1cc(C(=O)NCC(=O)N/N=C/c2c(C)[nH]c3ccccc23)cc(OC)c1OC
  0.9	-42	-9	-1	-6	94	-9	-0.7	0
44. c1csc(CNCCN2CCOCC2)c1
  1.0	10	-15	-7	8	90	0	1.8	3
45. CC(C)N(Cc1ccccc1)C(=O)COC(=O)c1cnccn1
  1.5	8	-15	-7	6	88	-13	-0.5	-5
46. O=C(NCc1cccs1)C1CCN(S(=O)(=O)c2cccc3nsnc23)CC1
  1.0	12	-7	1	-2	102	-4	0.5	3
47. COc1ccccc1C(CC(=O)c1ccccc1)CC(=O)c1ccccc1
  1.9	0	1	-3	-6	100	-26	0.3	6
48. COC(=O)CNc1cc(S(=O)(=O)N2CCCCC2)ccc1Oc1ccc(C(=O)OC)cc1
  4.3	31	12	-8	-5	100	-10	0.2	-4
49. Cc1cc(C)cc(NS(=O)(=O)c2ccc(NC(=O)C3CCCCC3C(=O)O)cc2)c1 (configuration not stated)
  0.1	47	-3	-2	-9	97	-4	-0.4	4
50. COc1ccccc1NC(=O)N1CCCC(C(=O)Nc2cccc(C)c2C)C1 (configuration not stated)
  -0.5	2	0	0	-3	93	1	-0.7	-3

(further entries)
Second line of a record: V1R ag counter	NALP1 yeast inh	GPR7 antagonist	MEKK2mut PB1 HTS	GalR3 antagonist	MEKK2 WT-MEK5	OXTR potentiate	OXTR ag	M18AAP inhibitor
51. On1c(-c2ccc(Cl)cc2)nc2ccccc21
  0.6	10	-7	-1	-1	104	-2	0.2	7
52. O=c1[nH]c(Cc2ccccn2)nc2scc(-c3ccccc3Cl)c12
  0.9	4	-9	5	-3	98	-11	1.6	-7
53. O=C(CSc1nc2ccccc2c(=O)[nH]1)Nc1ccc(S(=O)(=O)N2CCCC2)cc1
  0.6	-10	-6	0	-4	97	-1	-0.6	-1
54. CC(C)c1cc(C(=O)N/N=C/c2c[nH]c3ccccc23)n[nH]1
  2.3	nt	-14	-4	-3	100	-8	-0.1	0
55. Brc1cccc(OCCSc2ncccn2)c1
  -0.1	-16	-7	-1	-7	99	-7	-2.4	4
56. CC(=O)NC(C)c1ccc(C(=O)CSc2nnc(C3CC3)n2C2CC2)cc1 (configuration not stated)
  -0.2	nt	nt	nt	-4	nt	3	1.2	nt
57. Cc1ccc2cc(C(c3nnnn3C3CCCC3)N3CCN(c4ccc(F)cc4)CC3)c(=O)[nH]c2c1 (configuration not stated)
  0.6	8	4	1	-1	97	-9	-1.0	1
58. O=C(CS(=O)(=O)c1ccccc1)Nc1nnc(C(F)(F)F)s1
  1.6	-2	-8	1	-5	96	-4	0.3	-8
59. CS(=O)(=O)N(CC(=O)N1CCC(C(N)=O)CC1)c1ccc(Oc2ccccc2)cc1
  1.9	-2	-5	nt	-3	nt	-13	0.0	-3
60. COc1ccc2[nH]c(=O)c(C(c3nnnn3C3CCCC3)N(C)C3CCCCC3)cc2c1 (configuration not stated)
  -0.6	18	0	1	-3	93	-5	0.0	1
61. Cn1c(SCc2ccc(Br)cc2)nnc1-c1cccs1
  -1.0	-3	12	-3	2	94	-3	-1.7	1
62. OCCC#Cc1ccc(CN2CCN(CCc3ccccc3)C(CCO)C2)cc1 (configuration not stated)
  0.6	18	-1	3	-7	108	-7	1.6	1
63. O=C(c1ccccc1F)N1CCN(c2ccc([N+](=O)[O-])c(NCC3CCCO3)c2)CC1 (configuration not stated)
  -1.2	15	-12	6	-5	104	0	-2.4	12
64. CN(C(=O)C1CCC1C(=O)O)c1nc(-c2ccc(Cl)s2)cs1 (configuration not stated)
  0.6	33	-9	7	-6	96	-1	0.2	1
65. N#Cc1nc(-c2ccco2)oc1NCc1ccco1
  -1.3	-1	-11	5	-4	108	0	-0.9	14
66. CCCNC(=O)c1cc(-c2ccc3c(c2)OCO3)on1
  1.9	17	14	3	4	103	-15	-0.7	0
67. COC(=O)Cc1ccc2oc(-c3cccnc3)nc2c1
  1.2	-3	-6	-2	-3	100	-4	-0.5	-1
68. CCOc1cc(C(=O)OC(C(=O)NC(=O)NC)c2ccccc2)ccc1OCC(=O)N1CCOCC1 (configuration not stated)
  1.1	nt	nt	nt	-4	nt	-1	1.4	nt
69. C=CCn1c(O)c(C(CC)=NCc2cccnc2)c(=O)[nH]c1=O
  0.9	8	-4	-4	-2	96	-3	-0.3	11
70. CCOc1ccccc1NC(=O)Cn1nc(-c2ccco2)ccc1=O
  0.1	-10	-13	3	-9	100	-6	1.4	-56
71. Cc1ccccc1OCCC(=O)Nc1ccc(F)c(Cl)c1
  2.7	28	-8	-1	-6	104	-2	-1.7	10
72. CCCNC(=O)c1ccc(Cl)c(Cl)c1
  0.3	-1	-7	-1	-4	101	-18	-1.9	-3
73. COCCn1c(SCC(=O)NCC2CCCO2)nc2c(c1=O)SC(C)C2 (configuration not stated)
  1.2	nt	3	2	nt	99	-4	-0.6	5
